Source: PubChem (several laboratories)
CIT2 TOR yeast: modulators of CIT2-GFP expression in yeast, primary screen, S. cerevisiae, GFP fusion, multiplex flow cytometry, MLPCN library | GFP response vs DMSO, % at 10 µM | S. cerevisiae CIT2-GFP strain, 3 h; 100 means same as DMSO wells | 320,000 compounds, 0.065% hits;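 active = GFP response relative to DMSO above a set limit, near the screen mean plus 3 SD, cut at about 150% in these data; inconclusive = Fewer than 70 cells measured for a yeast strain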;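 also: ratio of well median GFP fluorescence to mean of DMSO wells on the plate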
AHR activator: AHR activators, primary screen, cell-based, luminescence, luciferase reporter, human; Aryl hydrocarbon receptor (Homo sapiens), P35869; AHR-responsive luciferase reporter cells; activation, % at 5 µM; 320,000 compounds, 2.5% hits; AID 2796, 2010; in the data active = activation above about 47%;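 also: 0% = vehicle wells and 100% = reference agonist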
AGP1 TOR yeast: modulators of AGP1-GFP expression in yeast TOR pathway, primary screen, cell-based, multiplex flow cytometry, S. cerevisiae, MLPCN library | 3 h; GFP as percent of DMSO wells | GFP response vs DMSO, % at 10 µM | 320,000 compounds, 0.02% hits;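 active = GFP response relative to DMSO above a set limit, near screen average plus 3 SD, cut at about 150% in these data; inconclusive = fewer than 70 cells counted for the yeast strain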;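 also: median GFP channel fluorescence of the gated AGP1 strain per well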
procasp7 counter: procaspase-7 activators, primary screen, counter-screen for procaspase-3 activator project, biochemical, absorbance, HTS, human. Caspase-7 (Homo sapiens), P55210. recombinant procaspase-7, Ac-DEVD-pNA absorbance 405 nm; D23A/D198A/D206A triple mutant, cannot self-cleave; scale: DMSO 0, 5 µM enzyme 100. activation, % at 8.5 µM. 330,000 compounds, 0.093% hits. AID 463210, 2010;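 active = percent activation above the screen-wide mean plus 3 SD, cut at about 25% in these data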
Target sequence (P55210 whole entry D23A/D198A/D206A): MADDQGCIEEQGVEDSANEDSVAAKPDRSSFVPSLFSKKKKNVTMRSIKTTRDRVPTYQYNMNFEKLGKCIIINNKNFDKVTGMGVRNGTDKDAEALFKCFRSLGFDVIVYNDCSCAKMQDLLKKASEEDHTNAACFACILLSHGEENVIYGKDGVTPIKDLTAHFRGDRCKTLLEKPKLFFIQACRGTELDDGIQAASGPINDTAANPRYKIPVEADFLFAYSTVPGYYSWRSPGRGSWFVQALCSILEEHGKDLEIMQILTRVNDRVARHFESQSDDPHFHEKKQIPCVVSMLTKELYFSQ
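Material: Procaspase-7 triple mutant (PC-7 D3A) | Quantity: 2 µM procaspase-7 mutant as dispensed | Reagent: DEVD-pNA substrate | Times: 1 h preincubation, 2 h reaction | Technique: 405 nm absorbance of p-nitroaniline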
LAP4 TOR yeast: modulators of LAP4-GFP expression in yeast, primary screen, S. cerevisiae, multiplex flow cytometry, MLPCN library | 320,000 compounds, 0.34% hits | GFP response vs DMSO, % at 10 µM | 3 h; median GFP as percent of DMSO wells | AID 2023, 2009;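 active = GFP response vs DMSO above a set limit, about the screen mean plus 3 SD, cut at about 150% in these data; inconclusive = under 70 cell events counted for the yeast strain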
RPL19A-GFP yeast: RPL19A-GFP expression modulators in yeast, primary screen, cell-based, S. cerevisiae, multiplex flow cytometry, MLPCN. S. cerevisiae RPL19A-GFP strain, 3 h; stronger effect = lower value. 330,000 compounds, 0.3% hits. percent response vs DMSO, % at 10 µM;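 active = percent response vs DMSO below 50%; inconclusive = fewer than 70 events counted for the yeast strain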;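 also: median channel GFP fluorescence of the barcoded RPL19A-GFP strain; ratio of sample median GFP to plate DMSO average so 100% = DMSO; lower means less RPL19A-GFP as with rapamycin TOR inhibition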
proCasp3 act: activators of human procaspase-3 D3A mutant, primary screen, biochemical, absorbance, PC-3 D3A mutant, single concentration. recombinant procaspase-3 D3A, Ac-DEVD-pNA absorbance 405 nm. 330,000 compounds, 0.11% hits. activation, % at 8.5 µM;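 active = activation above the mean of all tested compounds plus 3 SD, cut at about 21% in these data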;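 also: 0% = DMSO alone and 100% = DMSO wells spiked with extra 5 µM PC-3 D3A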
Target sequence (P42574 whole entry D9A/D28A/D175A): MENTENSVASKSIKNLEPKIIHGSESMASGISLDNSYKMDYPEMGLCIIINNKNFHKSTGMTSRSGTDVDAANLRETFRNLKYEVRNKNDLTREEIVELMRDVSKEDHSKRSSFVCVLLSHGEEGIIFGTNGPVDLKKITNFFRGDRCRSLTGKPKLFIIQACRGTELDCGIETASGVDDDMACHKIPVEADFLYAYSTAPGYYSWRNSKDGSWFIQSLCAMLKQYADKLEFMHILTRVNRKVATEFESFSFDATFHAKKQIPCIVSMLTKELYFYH
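material = Procaspase-3 D3A mutant | probe or stimulus = Ac-DEVD-pNA | compound = single dose, 8.5 µM nominal compound, 0.8% DMSO | timing = 1 h preincubation, 2 h reaction | measured by = 405 nm absorbance of p-nitroaniline, reads at 0 and 120 min | benchmarks = DMSO-only low control, 5 µM PC-3 D3A high control | repeats = singlicate, each compound tested once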
MEP2 TOR yeast: modulators of MEP2-GFP levels in yeast, primary screen, S. cerevisiae, multiplex flow cytometry, MLPCN library | S. cerevisiae MEP2-GFP strain, 3 h; 100% = DMSO control level | GFP response vs DMSO, % at 10 µM | 330,000 compounds, 0.51% hits | AID 2016, 2009;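 active = GFP response versus DMSO above a set limit, roughly screen mean plus 3 SD, cut at about 180% in these data; inconclusive = fewer than 70 cells counted for a yeast strain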;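 also: median GFP fluorescence of the barcode-gated MEP2-GFP cells per well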
Numbers without * were called inactive; ? = inconclusive; / = no result given; [ ] = remark or other dose.

no.	Molecule	MEP2 TOR yeast	RPL19A-GFP yeast	AHR activator	LAP4 TOR yeast	procasp7 counter	proCasp3 act	AGP1 TOR yeast	CIT2 TOR yeast
1	COc1ccc(S(=O)(=O)N2CCN(CC(=O)Nc3cc(OC)cc(OC)c3)CC2)cc1	100	101	-1	108	4	-2	104	96
2	COc1ccc(NC(=O)c2ccc(Cc3ccc(C)cc3)o2)cc1	89	95	10	101	-5	-1	91	87
3	C#CCN(N(C)c1ncc(C(F)(F)F)cc1Cl)S(=O)(=O)c1ccc2ccccc2c1	97	102	2	108	-6	-5	102	101
4	CCOC(=O)N1CCN(S(=O)(=O)c2ccc3c(c2)CCN3C(=O)C2CC2)CC1	109	106	-1	105	7	0	111	103
5	CCC(NC(=S)NCc1ccc(F)cc1)c1ccc(C)cc1 (stereo not drawn)	95	98	1	93	5	-5	98	104
6	O=C(NCc1cccnc1)c1ccc(-c2cccc(Cl)c2Cl)o1	98	99	22	98	-5	-6	100	96
7	COc1ccc(CNS(=O)(=O)CCNC(=O)c2ccccc2)cc1	102	102	1	96	4	1	104	105
8	CC(C)(C)CC(=O)NCCCN1CCOCC1	98	94	3	94	-9	-2	98	93
9	COc1cccc(CNC(=O)CCNS(=O)(=O)c2ccc(C)cc2)c1	117	101	2	101	5	7	103	101
10	O=C1c2ccccc2C(=O)N1CC1c2ccccc2CCN1C(=O)CN1CCOCC1 (stereo not drawn)	102	102	-2	100	2	1	108	109
11	O=C(OCC(=O)c1cccs1)c1ccc(NC(=O)c2ccco2)cc1	103	104	-1	105	15	0	104	99
12	Cc1cc(C)c(C#N)c(SCC(=O)Nc2c(C)n(C)n(-c3ccccc3)c2=O)n1	110	104	-1	129	4	-10	108	104
13	Nc1c(C(=O)CSc2nnc(N3CCOCC3)n2-c2cccc(F)c2)c(=O)[nH]c(=O)n1C1CC1	107	101	-1	103	-8	-6	108	103
14	Cc1cc(C)c(C(=O)C(C)OC(=O)c2ccccn2)cc1C (stereo not drawn)	88	93	-2	88	8	2	93	91
15	COc1ccc(-c2cc(-c3ccccc3)nc(-c3ccc4c(c3)NC(=O)CO4)c2)cc1	109	104	5	106	-1	5	98	104
16	Cc1ccc(-n2c(C)cc(C3=NNC(=NC4CC4)SC3)c2C)cc1C	104	105	51*	95	-11	-5	99	103
17	O=C(NCc1ccco1)/C(=C\c1cccs1)NC(=O)c1ccccc1	96	95	1	90	5	-6	97	100
18	Cc1ccn(CC(=O)NC2CC(C)(C)Cc3c2cnn3-c2ccc(F)cc2)n1 (stereo not drawn)	98	98	0	91	-2	-6	96	102
19	Cc1ccccc1OCC(=O)N1N=C(C(F)(F)F)CC1(O)C(C)(C)C (stereo not drawn)	102	103	3	104	7	-3	104	99
20	N#Cc1c(/N=C/N2CCOCC2)sc2c1CCCCC2	107	99	25	122	2	6	97	82
21	Cc1cccc(N2CCN(c3cccc(C)c3)C2c2cccnc2)c1	198*[may fluoresce violet]	66[may fluoresce violet]	-6	108[may fluoresce violet]	-9	-6	20[may fluoresce violet]	?
22	O=C(c1ccc2c(c1)OCO2)N(CC1CCCO1)C1(C(=O)NC2CCCCC2)CCCCC1 (stereo not drawn)	97	96	-1	94	-3	2	91	100
23	Cc1cc(OCC(=O)NCCCN2CCCC2=O)c2c(C)c(C)c(=O)oc2c1	95	95	1	96	1	2	97	98
24	O=C(Nc1nccs1)C1CCCN1S(=O)(=O)c1ccc(F)cc1 (stereo not drawn)	132	105	2	122	-15	-9	114	172*
25	O=C(Nc1ccc(COc2ccccc2)cc1)c1cccc([N+](=O)[O-])c1	120	103	-10	102	-10	-2	101	100
26	CCN1CCN(C(c2cccs2)C(C)NC(=O)c2ccco2)CC1 (stereo not drawn)	103	96	1	103	-4	7	104	100
27	COC(=O)/C=C1/S/C(=N/N=C/c2ccc(N(C)C)cc2)NC1=O	111	98	3	98	-4	-2	100	93
28	O=C1NC(=S)CN1c1ccccc1	88	91	-2	106	-21	-34	100	91
29	CN1CCN(S(=O)(=O)c2cccc(C(=O)Nc3sccc3C(N)=O)c2)CC1	105	104	9	114	8	3	103	102
30	Cc1ccc(S(=O)(=O)Nc2c(C)nn(C)c2C)cc1C	98	101	-4	101	6	3	106	101
31	OCCC1CN(Cc2ccc3cccc(F)c3n2)CCN1Cc1ccccc1 (stereo not drawn)	104	105	7	94	4	-3	125	99
32	COc1cccc(Nc2nnc(SCC3CCCCO3)s2)c1 (stereo not drawn)	94	96	51*	99	-1	4	92	101
33	COc1ccc(C2=NOC(C(=O)NCc3ccco3)C2)cc1 (stereo not drawn)	100	89	7	94	2	-5	90	92
34	COC(=O)C(C(C)C)N1CCc2c(C)nc3c(C#N)cnn3c21 (stereo not drawn)	106	108	3	104	-4	2	112	104
35	C=C(C)COc1ccc(-c2ncncc2Oc2ccc(OC)cc2)c(O)c1	101	102	14	108	0	8	102	108
36	COc1cccc(/C=C/C(=O)NCC2CCCCC2)c1	106	100	17	108	6	-5	93	92
37	Cn1c(N)c(S(=O)(=O)NCc2ccccc2)c(=O)n(C)c1=O	94	105	1	108	1	10	88	99
38	O=C(CCCCCn1c(=O)[nH]c2ccsc2c1=O)N1CCN(C2CCCCC2)CC1	103	100	-1	103	7	-1	106	105
39	CN(CC(=O)Nc1cccc(F)c1)C(=O)CSc1ccccc1F	99[may fluoresce green]	99[may fluoresce green]	1	98[may fluoresce green]	4	-5	102[may fluoresce green]	99[may fluoresce green]
40	CN(C)CCCOC(=O)C1c2ccccc2Oc2ccccc21	99	102	0	102	-9	-6	97	90
41	O=C(CCCc1nc2ccccc2s1)Nc1nccs1	100	97	32	103	15	3	100	94
42	CN(CC(=O)Nc1ccccc1Cl)C(=O)Cn1cc(C(F)(F)F)cc(Cl)c1=O	98	96	-1	103	1	0	107	102
43	CCCOc1ccc(N2C(=O)CC(SC(=NC)Nc3ccc(F)cc3)C2=O)cc1 (stereo not drawn)	105	101	5	103	4	4	102	96
44	O=C(O)CSCC(=O)N(c1ccccc1)c1ccccc1	109	107	-2	97	-1	3	103	104
45	Cc1cc(N2CCN(C)CC2)nc2ccc(NC(=S)NCCCN3CCN(C)CC3)cc12	95	95	0	101	4	4	103	98
46	CC(Oc1ccc(C(=O)NC2CCCCC2)cc1)C(=O)O (stereo not drawn)	102	98	-2	91	-5	-5	97	97
47	O=C(CSc1ccccc1F)NCCN1C(=O)CSC1=O	95	95	2	93	11	12	89	85
48	COc1cc(OC)cc(C(=O)Nc2ccc(-c3nc4ccccc4o3)cc2)c1	104	100	11	112	8	-4	104	111
49	O=C(COC(=O)c1ccc(S(=O)(=O)C(F)F)cc1)NC(=O)NC1CCCCC1	100	95	0	96	-2	11	112	100
50	Cc1c(C(=O)NCC2CCCO2)sc2nc(-c3ccc(F)cc3)cn12 (stereo not drawn)	106	92	4	104	2	5	95	93
51	O=S(=O)(c1ccc(Cl)cc1)c1snnc1-c1ccccc1	110	104	1	165*	8	9	/	107
52	CC(=O)Nc1cccc(N/C=C(\C=O)c2nc3ccccc3o2)c1	97	98	59*	96	3	2	98	101
53	CCCCNC(=O)Nc1ccccc1CC	107	99	3	91	-13	-1	90	100
54	Cc1ccc2nc(NC(=O)CSc3nc4c(c(=O)n3C)SC(C)C4)sc2c1 (stereo not drawn)	100	94	5	102	14	-5	102	96
55	Cn1c(N)c(C(=O)c2ccc(C#N)cc2)c(=O)n(C)c1=O	105	102	-4	91	2	0	97	102
56	CCOc1cc(/C=N/NC(N)=O)ccc1OCC(=O)Nc1ccc(C)c(C)c1	100	97	13	106	-2	-4	106	99
57	Cc1cccc(CCN(CC(=O)NCc2ccc(F)cc2)C(=O)c2csnn2)c1	101	100	-1	97	11	-5	98	101
58	COC(=O)C(C)Sc1ccc2nnc(CCNS(=O)(=O)c3ccccc3)n2n1 (stereo not drawn)	91	98	1	102	1	-7	100	94
59	O=C1CC(N2CCC(O)(c3ccc(Cl)cc3)CC2)C(=O)N1Cc1ccc(N2CCCC2=O)cc1 (stereo not drawn)	114	98	0	/	-27	-9	100	95
60	CC(=O)c1cccc(NC(=O)CCC2CCCC2)c1	107	103	8	99	17	8	94	100

Profiles as entered above:
Cc1cccc(CCN(CC(=O)NCc2ccc(F)cc2)C(=O)c2csnn2)c1 reads MEP2 TOR yeast: 101; RPL19A-GFP yeast: 100; AHR activator: -1; LAP4 TOR yeast: 97; procasp7 counter: 11; proCasp3 act: -5; AGP1 TOR yeast: 98; CIT2 TOR yeast: 101
COC(=O)C(C)Sc1ccc2nnc(CCNS(=O)(=O)c3ccccc3)n2n1 (stereo not drawn) reads MEP2 TOR yeast: 91; RPL19A-GFP yeast: 98; AHR activator: 1; LAP4 TOR yeast: 102; procasp7 counter: 1; proCasp3 act: -7; AGP1 TOR yeast: 100; CIT2 TOR yeast: 94

(list continues)
no.	Molecule	MEP2 TOR yeast	RPL19A-GFP yeast	AHR activator	LAP4 TOR yeast	procasp7 counter	proCasp3 act	AGP1 TOR yeast	CIT2 TOR yeast
61	COc1ccc(/C=N\NC(=O)c2ccccc2OC)cc1COc1ccccc1C	96	98	96*	93	-1	0	94	100
62	CCOc1ccccc1CNC(=O)CCN1C(=O)COc2ccccc21	100	102	6	99	-1	5	100	98
63	Cc1cc(C)n(C(=O)c2ccc(C)c(S(=O)(=O)N3CCCCC3)c2)n1	106	103	1	110	2	-6	102	103
64	COc1ccc(-c2csc(NC(=O)c3cccc(N4C(=O)CCC4=O)c3)n2)cc1C	119	101	1	135	1	2	118	110
65	C=CCNc1ncnc2c1cnn2-c1ccc(OC)cc1	109	104	-8	109	10	-1	99	113
66	CC(=O)NCCC(=O)Nc1sc2c(c1-c1nc3ccccc3[nH]1)CCCC2	104	100	22	102	4	1	107	106
67	Cc1cc(C)nc(N/N=C/c2cccc([N+](=O)[O-])c2)n1	101	102	15	104	6	1	103	100
68	Cn1c(=O)c2c(ncn2CC(=O)NC(C)(C)C)n(C)c1=O	103	97	3	94	-4	7	99	102
69	CCN(CC(=O)Nc1ccc(NC(C)=O)cc1)C(=O)c1ccc2c(c1)S(=O)(=O)N=C1CCCCCN12	108	105	4	106	-2	-1	98	101
70	Cn1nc(C(C)(C)C)cc1NC(=O)Nc1ccc(F)cc1F	103	101	4	/	-2	-7	/	/
71	CCOCC(=O)Nc1cccc(OC)c1	107	100	3	102	-6	5	102	106
72	CCSc1nc2n(n1)C(c1cccc(F)c1)C1=C(CCCC1=O)N2 (stereo not drawn)	107	106	2	104	7	5	107	110
73	CN1CCN(CCCCOc2ccccc2C=O)CC1	104	103	1	163*	-10	-9	93	80
74	COc1ccc(C)cc1NC(=O)CCCN1C(=O)NC(C)(C)C1=O	101	103	4	101	1	6	110	106
75	O=C(c1ccc(Cn2c(=S)[nH]c3ccc(N4CCOCC4)cc3c2=O)cc1)N1CCN(c2ccc(F)cc2)CC1	106	97	11	97	3	4	95	98
